# RXFP1 antag = blocks the human relaxin receptor RXFP1. Q9HBX9. HEK293-RXFP1, relaxin-stimulated cAMP HTRF, 30 min; stronger effect = lower value. activity change, negative = inhibition, % at 57.5 µM. 0.59% of 350,000 active;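 active = activity change of -60% or lower, but not beyond a set lower limit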; also: % is scaled to controls: 0 for no effect and ±100 for the full control effect
# D2 PAM = D2 dopamine receptor (human) potentiation; AID 485347; potentiation, % at 10 µM; P14416; HEK293 T-REx D2, calcium flux, EC20 dopamine potentiation; 0.34% of 340,000 active;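 active = potentiation over 3 SD above the plate norm, cut at about 30% in these data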; also: 0% is about no effect
# Target sequence (P14416 whole entry, looked up): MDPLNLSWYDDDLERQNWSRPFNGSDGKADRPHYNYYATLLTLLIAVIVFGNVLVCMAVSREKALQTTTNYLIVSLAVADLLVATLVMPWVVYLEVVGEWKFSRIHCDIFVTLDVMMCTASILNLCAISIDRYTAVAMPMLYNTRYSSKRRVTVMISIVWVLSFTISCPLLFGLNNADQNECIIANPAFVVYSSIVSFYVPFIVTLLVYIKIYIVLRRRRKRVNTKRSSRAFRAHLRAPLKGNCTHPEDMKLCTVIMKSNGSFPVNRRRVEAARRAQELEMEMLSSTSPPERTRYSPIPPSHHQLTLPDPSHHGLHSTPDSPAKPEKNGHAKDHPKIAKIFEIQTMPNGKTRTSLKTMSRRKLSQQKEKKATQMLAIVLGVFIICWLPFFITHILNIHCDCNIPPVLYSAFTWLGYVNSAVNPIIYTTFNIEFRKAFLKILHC
#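 Tetracycline-induced HEK293 T-REx cells force-coupled to calcium signalling expressed D2; compounds were pin-added after a 10 s baseline, read kinetically 180 s, then an EC20 dopamine challenge followed with a further 180 s calcium read.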
# TRHR ag = activates the human TRH receptor; TRHR cells, calcium flux fluo-8, FDSS agonist mode; activation, % at 2 µM; 0.18% of 360,000 active; also: 0% is about no effect
#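 Agonist-mode FDSS calcium read (Ex 480/Em 530, 1 s cycles) in 1536-well TRHR cells with fluo-8 dye, after 10-cycle baseline and 23 nL compound addition; TRH at EC20 (10 nM final) added afterwards for the enhancer phase.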
# D2 agonist = D2 dopamine receptor (human) agonism; P14416; HEK293 T-REx D2 cells, calcium flux agonist mode; activation, % at 2 µM; 0.53% of 340,000 active;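 active = activation over 3 SD above normal in the single-dose calcium agonist read, cut at about 30% in these data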; also: 0% is about no effect
#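 Agonism scored from kinetic calcium signal (1 read/sec, 180 s) following compound pin transfer, after a 10 s baseline. Cells: HEK293 Trex line expressing inducible D2 receptor coupled to calcium, dye-loaded after overnight culture at 30 C.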
# D1 antagonist = human D1 dopamine receptor antagonism. P21728. HEK293 TREx D1 cells, calcium flux, dopamine EC80; stronger effect = lower value. activity change, negative = inhibition, % at 10 µM. 3.2% of 360,000 active. AID 504652; in the data active = activity change below about -30%; also: % is scaled to controls: 0 for no effect and ±100 for the full control effect
# Target sequence (P21728 whole entry, looked up): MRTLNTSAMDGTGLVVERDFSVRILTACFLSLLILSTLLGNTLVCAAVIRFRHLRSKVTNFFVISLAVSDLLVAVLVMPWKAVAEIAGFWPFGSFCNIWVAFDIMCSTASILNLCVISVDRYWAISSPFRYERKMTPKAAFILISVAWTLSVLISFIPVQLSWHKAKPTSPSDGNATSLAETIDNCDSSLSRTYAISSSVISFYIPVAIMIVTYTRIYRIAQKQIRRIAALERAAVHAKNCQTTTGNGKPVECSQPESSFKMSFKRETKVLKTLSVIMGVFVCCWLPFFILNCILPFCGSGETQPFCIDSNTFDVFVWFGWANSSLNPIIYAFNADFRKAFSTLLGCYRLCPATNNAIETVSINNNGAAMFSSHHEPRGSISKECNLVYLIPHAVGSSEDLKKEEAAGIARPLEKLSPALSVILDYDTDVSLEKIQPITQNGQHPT
#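 Compound effects on dopamine-evoked calcium signalling were measured in tetracycline-induced HEK293 Trex D1 cells. Dopamine at EC80 followed a 180 s compound pre-read, and fluorescence was tracked kinetically for 180 s more.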
# D1 ag = human D1 receptor agonism | P21728 | HEK293 T-REx D1 cells, calcium flux, agonist mode | activation, % at 2 µM | 1% of 360,000 active | AID 504660; also: 0% is about no effect
#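 Agonism was scored from calcium flux recorded over 180 s (1 read/s) after pintool compound addition, following a 10-cycle baseline. Cells were inducible force-coupled HEK293 TREx D1, plated overnight at 30 C and loaded with no-wash calcium dye.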
# TRHR PAM = allosteric enhancers of human TRH receptor; P34981; TRHR cells, fluo-8 calcium fluorescence, EC20 TRH enhancement; enhancement, % at 2 µM; 0.66% of 360,000 active; AID 493056; in the data active = enhancement above about 30%; also: 0% is about no effect
#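 TRHR-expressing cells loaded with fluo-8 calcium dye were read kinetically (ex 480/em 530) during compound addition, then stimulated with an EC20 of TRH (10 nM final). Enhancement of the Gq-mediated intracellular calcium response was scored.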
# D2 antagonist = antagonists of human D2 dopamine receptor. P14416. 2% of 340,000 active. inhibition, % at 10 µM. HEK293 TREx D2 cells, calcium flux, dopamine EC80; in the data active = inhibition above about 30%; also: 0% is about no effect
#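 Tetracycline-induced HEK293 T-REx cells expressing D2 force-coupled to calcium signalling were dye-loaded, exposed to compound for 180 s, then challenged with an EC80 of dopamine; calcium flux was followed kinetically for a further 180 s.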
# D1 potentiator = enhances dopamine response at the human D1 receptor | HEK293 TREx D1 cells, calcium flux, dopamine EC20 potentiation | potentiation, % at 10 µM | 0.036% of 360,000 active; in the data active = potentiation above about 30%; also: 0% is about no effect
# Active calls of the source: *; x = not tested or not shown. Rule as the data show it, unless noted: active = activation above about 30%; inactive = the rest.
# A first look (two entries):
# Each structure is followed by: RXFP1 antag	D2 PAM	TRHR ag	D2 agonist	D1 antagonist	D1 ag	TRHR PAM	D2 antagonist	D1 potentiator
CC(C)CCn1c(NCCN(C)C)nc2c1c(=O)[nH]c(=O)n2C
→ 3	-10	1.2	1.0	-1	0	0	20	0
Cn1c(SCC(=O)c2cccs2)nnc1-c1ccco1
→ -3	16	0.4	0.2	-7	2	12	-11	1

# This part in full, from the start:
# Each structure is followed by: RXFP1 antag	D2 PAM	TRHR ag	D2 agonist	D1 antagonist	D1 ag	TRHR PAM	D2 antagonist	D1 potentiator
CC(C)CCn1c(NCCN(C)C)nc2c1c(=O)[nH]c(=O)n2C
→ 3	-10	1.2	1.0	-1	0	0	20	0
Cn1c(SCC(=O)c2cccs2)nnc1-c1ccco1
→ -3	16	0.4	0.2	-7	2	12	-11	1
COCCN(C(=O)COC(=O)COc1ccc2c(c1)CCC2)c1c(N)n(Cc2ccccc2)c(=O)[nH]c1=O
→ -4	13	0.0	-0.2	-8	0	1	7	0
Cc1c(CNC2CCCCC2)c(C(=O)O)c(C)n1Cc1ccccc1F
→ -4	-6	0.9	x	-3	-1	-1	x	0
COc1cc(C(=O)NC(c2ccccc2)c2ccccc2)cc(OC)c1C
→ 4	-7	-0.9	-0.6	-3	6	-10	-7	-9
O=C(CSc1nnc(-c2ccncc2)n1CC1CCCO1)Nc1ccccc1Cl (stereo not drawn)
→ -9	-4	0.2	0.2	1	1	-5	5	1
Cc1[nH]c(C(=O)N/N=C/c2ccc(C(=O)O)cc2)c(C)c1C(=O)N/N=C/c1ccc(C(=O)O)cc1
→ -6	-5	-0.6	0.1	-10	1	4	0	-3
Cc1ccc(CSCC(N)C(=O)O)cc1 (stereo not drawn)
→ x	-2	1.2	1.4	-9	0	-12	-10	-5
CNC(=S)Nc1cccc(S(=O)(=O)NC2=NCCC2)c1
→ -2	-4	0.1	0.2	-25	3	0	-14	-1
Fc1ccccc1CN1CCN(c2ncccn2)CC1
→ -15	-21	-0.2	84*	-21	5	-9	84*	-1
CCOC(=O)c1ccc(NC(=O)c2ncn(-c3ccccc3)n2)cc1
→ 1	8	0.0	x	-18	6	-2	x	0
O=C(N/N=C/c1ccc(O)cc1O)c1ccc(CN2C(=O)c3cccc4cccc2c34)cc1
→ 14	4	0.0	-0.3	1	2	-4	0	-2
COc1ccc(Cl)cc1NC(=O)/C=C/C(=O)O
→ 2	-5	0.1	0.1	6	4	-4	4	1
COC(=O)C1=C(C)N(CCc2ccc(OC)c(OC)c2)C(=O)/C1=C\c1ccc(O)cc1
→ -2	2	0.0	-0.1	1	3	9	2	-4
COc1ccc(CNc2ncnc3c2c(-c2ccccc2)cn3-c2ccc(C)c(Cl)c2)cc1
→ 3	-8	-0.3	0.5	-5	-3	0	x	-2
COc1ccc(Cl)cc1N(C(=O)c1ccco1)C(C(=O)NC1CCCC1)c1ccncc1 (stereo not drawn)
→ -8	7	0.4	0.4	-3	0	-4	39*	2
CSc1ncc(Cl)c(C(=O)Nc2c(C)cccc2C)n1
→ 8	13	-0.8	-0.6	-6	1	-3	-21	-7
Cc1ccccc1OCC(=O)NNC(=O)c1ccc(-c2ccccc2)cc1
→ -7	4	0.7	0.4	3	1	22	2	-5
CN(C)S(=O)(=O)c1ccc(NC(=O)CSc2n[nH]c(=O)n2C2CC2)cc1
→ -5	-6	0.2	5.1	-15	1	4	5	0
Cc1cc(C)c(NC(=O)Cn2nc(-c3ccccc3)nc2-c2ccccc2)c(C)c1
→ 12	4	1.1	1.2	1	0	5	-14	-6

# Some of the entries so far, bar-delimited.
structure | RXFP1 antag | D2 PAM | TRHR ag | D2 agonist | D1 antagonist | D1 ag | TRHR PAM | D2 antagonist | D1 potentiator
Fc1ccccc1CN1CCN(c2ncccn2)CC1 | -15 | -21 | -0.2 | 84* | -21 | 5 | -9 | 84* | -1
CCOC(=O)c1ccc(NC(=O)c2ncn(-c3ccccc3)n2)cc1 | 1 | 8 | 0.0 | x | -18 | 6 | -2 | x | 0
O=C(N/N=C/c1ccc(O)cc1O)c1ccc(CN2C(=O)c3cccc4cccc2c34)cc1 | 14 | 4 | 0.0 | -0.3 | 1 | 2 | -4 | 0 | -2
COc1ccc(Cl)cc1NC(=O)/C=C/C(=O)O | 2 | -5 | 0.1 | 0.1 | 6 | 4 | -4 | 4 | 1
COC(=O)C1=C(C)N(CCc2ccc(OC)c(OC)c2)C(=O)/C1=C\c1ccc(O)cc1 | -2 | 2 | 0.0 | -0.1 | 1 | 3 | 9 | 2 | -4
COc1ccc(CNc2ncnc3c2c(-c2ccccc2)cn3-c2ccc(C)c(Cl)c2)cc1 | 3 | -8 | -0.3 | 0.5 | -5 | -3 | 0 | x | -2
COc1ccc(Cl)cc1N(C(=O)c1ccco1)C(C(=O)NC1CCCC1)c1ccncc1 (stereo not drawn) | -8 | 7 | 0.4 | 0.4 | -3 | 0 | -4 | 39* | 2
CSc1ncc(Cl)c(C(=O)Nc2c(C)cccc2C)n1 | 8 | 13 | -0.8 | -0.6 | -6 | 1 | -3 | -21 | -7
Cc1ccccc1OCC(=O)NNC(=O)c1ccc(-c2ccccc2)cc1 | -7 | 4 | 0.7 | 0.4 | 3 | 1 | 22 | 2 | -5
CN(C)S(=O)(=O)c1ccc(NC(=O)CSc2n[nH]c(=O)n2C2CC2)cc1 | -5 | -6 | 0.2 | 5.1 | -15 | 1 | 4 | 5 | 0
Cc1cc(C)c(NC(=O)Cn2nc(-c3ccccc3)nc2-c2ccccc2)c(C)c1 | 12 | 4 | 1.1 | 1.2 | 1 | 0 | 5 | -14 | -6

# New compounds follow:
# Each structure is followed by: RXFP1 antag	D2 PAM	TRHR ag	D2 agonist	D1 antagonist	D1 ag	TRHR PAM	D2 antagonist	D1 potentiator
O=C(O)CC(CNS(=O)(=O)c1cccc2nsnc12)c1ccccc1 (stereo not drawn)
→ 1	3	0.8	-0.2	-1	1	6	-3	0
Cc1ccc(-c2nc3cccnc3s2)cc1NC(=O)Cc1ccccc1
→ 5	7	-0.3	-0.2	11	-1	1	x	2
CC(C)c1ccc(S(=O)(=O)N(C)C2(C)CCS(=O)(=O)C2)cc1 (stereo not drawn)
→ 7	-7	0.1	0.6	-13	0	-5	1	-13
CCn1c(SCC(=O)Nc2ccccc2C(=O)OC)nnc1-c1cccc(C)c1
→ 1	0	-0.7	0.6	15	-1	7	-14	2
Cc1cc(C)cc(Oc2coc3cc(OCC(=O)NC4CCCCC4)ccc3c2=O)c1
→ -18	17	-0.4	-2.2	4	-1	7	x	-3
COc1ccc(/C=C/C(=O)Oc2ccc(C)cc2)cc1
→ -19	12	0.1	-0.3	14	1	8	-1	-1
COc1ccccc1-c1cc2nc(C)c(CCC(=O)NCCc3cccc(C)c3)c(C)n2n1
→ x	x	-0.1	-1.4	0	8	-12	x	-6
CCN(Cc1ccccc1)S(=O)(=O)c1ccc(S(=O)(=O)N2CCN(CCC#N)CC2)cc1
→ -14	-16	0.6	1.1	-42*	-1	-10	29	-5
COc1ccc(CNC(=O)c2ccc(CNS(=O)(=O)c3ccc(OC)cc3)cc2)cc1
→ x	11	-0.6	-0.3	-3	2	-1	x	5
COc1ccc(C2C(C(=O)Nc3ccccc3)=C(C)Nc3nc(-c4ccccc4Cl)nn32)cc1OC (stereo not drawn)
→ x	11	-0.1	-0.6	-1	1	-6	x	-1
Clc1ccc(-c2n[nH]c3c2CCC3)c(Cl)c1
→ -10	1	0.2	-0.9	-8	0	11	4	4
CCOC(=O)Cc1nnc(NC(=O)COc2ccc(F)cc2)s1
→ -21	5	0.5	0.8	-9	14	0	-9	-8
O=C(NCC1CCCO1)c1cc(-c2ccc(F)cc2)no1 (stereo not drawn)
→ 2	-1	0.8	-0.2	-4	4	0	4	1
CC(C)OCCCNC(=O)CSc1c2c(nc3ccc(Cl)cc13)CCCC2
→ 19	2	-1.3	-1.1	-14	0	-11	x	-1
Cc1nnc(NC(=O)c2cc3n(n2)C(C(F)(F)F)CC(C2CC2)N3)s1 (stereo not drawn)
→ -3	-1	1.1	0.5	5	2	4	-6	-7
C#CCN1C(=O)C(O)(CC(=O)c2ccc3c(c2)OCCO3)c2ccccc21 (stereo not drawn)
→ x	4	0.7	1.8	12	5	14	-4	x
O=S(=O)(N1CCCCC1)n1c(Cc2ccccc2)nc2ccccc21
→ 0	13	0.2	0.2	13	5	-1	-1	-4
CC(C)(C)N(Cc1ccccc1)C(=O)COC(=O)CCN1C(=O)C2CC=CCC2C1=O (stereo not drawn)
→ -10	-4	-0.1	0.0	-3	7	-1	-1	-3
COc1ccc(-c2csc(N3CCC(c4ccccc4)C3)n2)cc1 (stereo not drawn)
→ 5	5	-0.5	-0.2	8	1	-9	-30	1
O=C(CN(Cc1ccco1)C(=O)Cn1nnc(-c2cccs2)n1)NCC1CCCO1 (stereo not drawn)
→ 5	4	-0.2	x	-5	1	4	x	-1
Cn1ccc(-c2ccccc2)c(C#N)c1=O
→ -7	12	-0.6	-0.4	-1	3	20	16	9
Cc1cc(-n2nc(C)cc2C)n2nc(C)c(-c3ccccc3)c2n1
→ -19	8	-1.0	0.8	-1	1	2	15	-4
O=C(Nc1nc2c(s1)CCCC2)c1cc2n(n1)C(C(F)(F)F)CC(C1CC1)N2 (stereo not drawn)
→ -36	-3	-0.6	2.4	-1	1	-1	-13	0
O=C(O)C1CC(c2ccccc2F)=NO1 (stereo not drawn)
→ 14	2	0.4	0.3	11	2	2	-8	-6
CN(CC(=O)NCc1ccccc1)Cc1cccc(F)c1
→ -7	-4	-0.2	0.6	10	4	-2	5	8
COc1cc(OC)cc(C(=O)NC(C)c2ccc(Br)cc2)c1 (stereo not drawn)
→ 0	-17	-0.4	1.0	4	41*	-9	-8	-1
COc1ccccc1C(=O)NCC(=O)N/N=C/c1cccc(Cl)c1
→ -9	x	2.5	x	-15	5	3	x	-6
Cc1ccc(-c2nnc(SCC(=O)N/N=C/c3ccc(C)s3)n2-c2ccccc2)cc1
→ -9	0	-2.6	-0.6	17	0	-7	-5	-4
CCOC(CNC(=O)c1cccn2c(=O)c3c(C)c(C)sc3nc12)OCC
→ 4	-3	-0.8	-0.1	-3	0	-5	5	-1
CC(CCc1ccco1)NC(=O)Cn1ncc2c1-c1ccccc1OC2 (stereo not drawn)
→ x	-6	-0.5	0.1	2	0	-2	21	0
COc1ccc(NC(=O)/C=N/O)cc1
→ 20	0	0.4	0.2	21	-3	-2	-2	-4
CCOc1ccc(OCC)c(-n2cnnn2)c1
→ -2	-11	0.6	0.1	3	0	3	x	5
COc1cccc(-c2cn3c(n2)sc2cc(C(=O)NCCc4ccccc4)ccc23)c1
→ 11	8	-0.4	0.8	-18	-1	-4	x	-3
Nc1c(N(CCC2=CCCCC2)C(=O)c2ccccc2F)c(=O)[nH]c(=O)n1Cc1ccccc1
→ -25	13	1.3	x	-6	2	7	-6	4
Cc1cc(OCc2nn[nH]n2)c2c(C)c(Cc3ccccc3)c(=O)oc2c1
→ -32	-4	0.1	-1.5	-3	2	-7	9	-4
C/C(Cc1ccccc1)=N\NC(=O)CNC(=O)COc1cccc(C)c1
→ 8	2	-0.2	0.7	9	1	-3	-3	-3
Cn1c(N)c(C(=O)CSc2nnc(C3CC3)n2N)c(=O)n(C)c1=O
→ 6	-8	0.5	0.5	0	1	6	1	3

# Screening results as filed in PubChem BioAssay.
